Source: PubChem (several laboratories)
APP 5'UTR act: APP 5'UTR luciferase reporter activation | SH-SY5Y APP 5'UTR luciferase reporter, luminescence; zero percent = DMSO vehicle wells | activation, % at 2 µM | hit rate 1% among 190,000 | AID 1276;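 active = activation above a set limit, based on mean plus 3 SD of controls, cut at about 140% in these data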; note: values of inactives mirror those of a sister screen read the other way
STAT1 blocker: reduces IFN-gamma driven STAT1 reporter signal; inhibition, % at 5.5 µM; NIH 3T3 STAT1-luciferase reporter, luminescence; AID 920; hit rate 0.35% among 200,000;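 active = inhibition above a set limit, the mean inhibition across all tested compounds plus 3 SD, cut at about 34% in these data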;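 note: 0% = IFN-gamma with DMSO and 100% = IFN-gamma with 300 µM nifuroxazide; values of inactives mirror those of a sister screen read the other way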
ROMK primary: human ROMK K+ channel modulation, primary screen; B-score at 10 µM; P48048; hit rate 2% among 130,000; Tet-inducible ROMK, thallium flux fluorescence; actives lie on both sides; AID 1918;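 active = signal ratio slope over the read window, or its plate-corrected B-score, at least 3 SD from the plate mean, either direction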;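 note: B-score of the F/F0 ratio slope over 7 to 12 s after thallium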
Target sequence (P48048 whole entry, looked up): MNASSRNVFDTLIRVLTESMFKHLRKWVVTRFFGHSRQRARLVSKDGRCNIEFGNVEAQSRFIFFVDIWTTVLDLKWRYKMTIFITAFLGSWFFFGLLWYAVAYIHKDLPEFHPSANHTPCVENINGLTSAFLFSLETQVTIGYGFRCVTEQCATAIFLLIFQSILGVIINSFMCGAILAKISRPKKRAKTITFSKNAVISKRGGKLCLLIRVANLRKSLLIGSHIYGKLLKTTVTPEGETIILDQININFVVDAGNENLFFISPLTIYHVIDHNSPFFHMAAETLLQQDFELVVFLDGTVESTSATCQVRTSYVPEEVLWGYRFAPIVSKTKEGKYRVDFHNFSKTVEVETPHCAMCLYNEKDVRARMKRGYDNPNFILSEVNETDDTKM
NF-kB neuron act: raises NF-kB expression in human neuronal cells; fold change at 12.5 µM; NF-kB reporter expression; active compounds read high; hit rate 1.6% among 190,000; in the data active = fold change above about 3.3
APP transl inh: APP translation inhibition | inhibition, % at 2 µM | SH-SY5Y APP 5'UTR-luciferase reporter, luminescence | hit rate 0.82% among 190,000;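 active = inhibition above a set limit, derived from the sample mean plus 3 SD, cut at about 45% in these data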; note: values of inactives mirror those of a sister screen read the other way
FLuc inh counter: counter-screen for luciferase assay inhibitors: firefly luciferase inhibition. P08659. ATPLite firefly luciferase biochemical luminescence, 10 min. inhibition, % at 10 µM. hit rate 1.5% among 200,000. AID 1006;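 active = inhibition above about 50% when tested at 10 µM, limit read from the data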
Target sequence (P08659 whole entry, looked up): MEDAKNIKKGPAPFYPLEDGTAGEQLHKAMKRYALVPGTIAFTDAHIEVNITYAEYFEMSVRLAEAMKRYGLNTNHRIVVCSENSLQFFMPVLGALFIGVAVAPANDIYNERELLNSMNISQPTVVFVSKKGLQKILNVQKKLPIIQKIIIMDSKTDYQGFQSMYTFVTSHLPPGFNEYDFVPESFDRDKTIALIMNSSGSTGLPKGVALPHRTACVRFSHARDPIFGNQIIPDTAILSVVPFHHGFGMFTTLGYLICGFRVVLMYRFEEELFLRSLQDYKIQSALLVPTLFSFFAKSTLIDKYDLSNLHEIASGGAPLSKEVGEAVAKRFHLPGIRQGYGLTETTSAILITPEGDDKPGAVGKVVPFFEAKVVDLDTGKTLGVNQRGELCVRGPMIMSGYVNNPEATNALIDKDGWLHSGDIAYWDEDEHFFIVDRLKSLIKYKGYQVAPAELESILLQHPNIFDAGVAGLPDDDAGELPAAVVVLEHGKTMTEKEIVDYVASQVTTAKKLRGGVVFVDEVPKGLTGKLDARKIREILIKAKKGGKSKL
STAT1 act: STAT1 signaling activation; hit rate 2.6% among 200,000; NIH 3T3 STAT1-luciferase reporter, IFN-gamma, luminescence; 100% = IFN-gamma alone, no compound; activation (% of control), % at 5.5 µM;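 active = activation above the screen-wide mean activation plus 3 SD, cut at about 130% in these data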;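 note: raw ratio to IFN-gamma control signal so 100% means no change and 0% no light; values of inactives mirror those of a sister screen read the other way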
STAT3 act: STAT3 signaling activation | activation (% of control), % at 5.6 µM | U3A cells, IL-6 STAT3-luciferase reporter, luminescence; 100% = signal with IL-6 EC80 alone | hit rate 0.91% among 190,000;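 active = activation above the screen-wide mean of compound activation plus 3 SD, cut at about 130% in these data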;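 note: 0% = background luminescence of wells with medium and substrate only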
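Test system: Human STAT1-deficient U3A cells with stable STAT3-luciferase reporter | Also added: Interleukin-6, 33 ng/mL | Timing: Compound pre-incubation 1 h before IL-6, then 6 h stimulation at 37 °C | Technique: Luciferase reporter luminescence | Read-out: Percent of IL-6-only median luminescence | Benchmarks: IL-6-only wells as 100% reference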
STAT3 blocker: inhibitors of IL-6 induced STAT3 signaling; U3A cells, IL-6 STAT3-luciferase reporter, luminescence; host cell line lacks STAT1; inhibition, % at 5.5 µM; hit rate 0.89% among 190,000; AID 862;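 active = inhibition above the mean inhibition across all screened compounds plus 3 SD, cut at about 44% in these data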;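 note: 0% = DMSO only wells and 100% = 100 µM nifuroxazide control wells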
FLuc stim CS: firefly luciferase counter-screen for stimulation assays | AID 1027 | activation factor at 10 µM | ATPlite luciferase biochemical, luminescence, 10 min; 0 = ATP-free wells, 1 = DMSO control | 200,000 tested, under 10 active | P08659;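 active = luciferase activation factor, scaled between plate controls, of at least 2 with compound at 10 µM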
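Assay system: Luciferase/luciferin detection reagent, cell-free biochemical luciferase assay / Read-out: luciferase activation / Benchmarks: No-ATP low control, compound-free enzyme-plus-ATP high control / Medium: PBS buffer for ATP / Detection: luminescence measurement of luciferase light output / Schedule: 10 min at ambient temperature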
* = called active by the depositor; / = no result given.

Sequence of screens: APP transl inh	STAT1 act	STAT1 blocker	FLuc inh counter	APP 5'UTR act	STAT3 blocker	FLuc stim CS	STAT3 act	NF-kB neuron act	ROMK primary
> CCCCC(=O)NC(=S)NNC(=O)c1ccc(OC)cc1
  12	95	6	-8	-12	14	1.1	93	/	1.5
> CC(C)(C)C(=O)/C(=C\c1ccc([N+](=O)[O-])cc1)n1cncn1
  93*	79	23	-6	-93	19	1.1	87	0.19	/
> COc1ccccc1C(=O)N1CC2(C)CC1CC(C)(C)C2 (configuration not stated)
  -10	110	-6	-4	10	-12	1	113	1.1	-0.079
> CCSc1nnc(NC(=O)CSC2=NN3CCCC(=O)N=C3S2)s1
  8	116	-19	0	-8	6	1	101	1.2	1.3
> O=C(NC(=S)NCCCN1CCOCC1)c1ccc(Br)cc1
  -23	113	-14	-4	23	4	1	102	1.4	0.36
> Cc1ccc(NC(=O)c2cnccn2)c(OC(F)F)c1
  6	98	4	-4	-6	13	1	93	1.2	0.56
> CCn1c(=O)c2c(cnn2C)c2ccccc21
  10	94	7	-4	-10	-13	1	111	0.78	/
> CC(C)NC(=O)Cn1c(SCC(=O)N2CCCc3ccccc32)nc2ccccc21
  2	102	-2	-5	-2	-3	1.1	105	0.8	/
> CCOC(=O)c1sc(=S)n(-c2ccccc2Cl)c1SC
  -20	100	0	0	20	-10	1	114	1.1	/
> COc1ccc2ccccc2c1/C=N\n1c(C)cc(C)c(C(N)=O)c1=O
  -4	100	0	-11	4	0	1.1	101	1.3	/
> COc1ccc(CNC(=O)c2csc(Cc3ccc(Cl)cc3)n2)cc1
  -6	100	0	-7	6	-9	1.1	112	0.87	/
> CC(C)(C)c1ccc(OCCCC(=O)NC2=NCCS2)cc1
  -20	100	0	2	20	-5	1	104	1.2	-0.091
> CSc1ccccc1-c1nnc(-c2ccccc2)o1
  -140	144*	-49	64*	140*	-20	0.4	121	5.5*	/
> Cc1cc(C(=O)OCC(=O)NCc2ccco2)c(C)o1
  -8	94	7	0	8	-2	1	106	0.99	0.95
> O=[N+]([O-])c1ccc(COc2ccc(-c3[nH]ncc3-c3ccc(Cl)cc3)c(O)c2)cc1
  12	95	5	6	-12	-3	0.9	104	1	/
> COc1ccc(C2OC[C@H]3O[C@H](O)[C@H](NC(C)=O)[C@@H](O)[C@@H]3O2)cc1 (some centres not stated)
  2	110	-13	-6	-3	6	1.1	98	1.1	/
> CC1CC2(C)Oc3ccccc3CC2C(C)C1CNCCCN(C)C (configuration not stated)
  1	100	-3	-9	-1	-7	1.1	110	0.84	-0.94
> O=C(CSc1nc2ccccc2o1)N/N=C/c1ccccc1
  -2	110	-12	-3	2	-13	1	110	2	/
> Cc1cc(Cl)ccc1OCCCC(=O)NCc1ccncc1
  2	102	-2	46	-2	6	0.5	94	0.96	-0.79
> CCOC(=O)C(=O)Nc1nc(-c2ccccc2)c(CC)s1
  0	96	3	-6	0	0	1.1	100	1.2	-0.57
> Cc1cccc2c(N=Nc3ccc(S(=O)(=O)Nc4cccc(Cl)c4)cc3[N+](=O)[O-])c(O)[nH]c12
  2	97	2	-5	-2	22	1.1	88	1.1	1.3
> COc1ccccc1Oc1ncnc2sccc12
  2	103	-5	-5	-1	0	1.1	108	1.2	-1
> O=C(NCCN1C(=O)S/C(=C\c2cccnc2)C1=O)C1CC(=O)N(Cc2ccco2)C1 (configuration not stated)
  10	101	-1	-1	-10	-23	1	120	1.5	0.18
> C=CCn1c(SCCOc2ccc(OC)cc2)nnc1C(NC(=O)c1ccc(OC)cc1)C(C)C (configuration not stated)
  19	106	-2	-4	-19	-4	1	103	1.1	-1.2
> Oc1c(C(c2cccs2)N2CCN(c3ccc(F)cc3)CC2)sc2ncnn12 (configuration not stated)
  7	100	0	-4	-7	16	1	93	0.81	/
> Cc1cc(N2C(=O)C3C4CC(c5ccccc5)C(C4)C3C2=O)no1 (configuration not stated)
  8	88	12	-7	-8	12	1.1	96	1.3	0.46
> CC(C)c1ccc(NC(=O)Nc2cc3sccc3n2C)cc1
  4	103	-3	0	-4	-17	1	119	0.92	/
> Cc1ccc(O)c(C(=O)c2cnc3c(c2)c(-c2ccc(F)cc2)c(C#N)c(=O)n3C)c1
  -32	99	2	-2	32	5	1	97	1.1	-0.33
> COC(=O)CSc1nc(N)c(C#N)c(C(C)C)c1C#N
  6	101	-1	-3	-6	2	1	101	1	-0.88
> COc1ccc(NC(=S)N(CCCN2CCCC(C)C2)Cc2cccs2)cc1 (configuration not stated)
  -7	98	2	-4	7	19	1	86	1.3	-0.94
> C=CCOc1ccccc1CNCc1ccc(F)cc1
  9	96	4	-1	-9	2	1	107	1.1	-0.69
> CC(C)n1cc(CN2CCN(CCc3ccccc3)C(CCO)C2)cn1 (configuration not stated)
  13	106	-7	-10	-13	1	1.1	110	1.1	1.1
> OCCNCCNCc1ccc(-c2ccccc2)cc1
  4	101	-2	-6	-4	2	1.1	100	1	/
> OC(COCc1ccccc1)CN1CCCC1 (configuration not stated)
  2	100	0	-8	-2	4	1.1	101	1.5	/
> CCCC(=O)Nc1ccc(C(=O)NNC(=O)c2ccco2)cc1
  1	102	-2	0	-1	-2	1	106	1.1	/
> COc1ccc(NC(=O)CSc2nc(C)cs2)c(OC)c1
  -2	112	-15	-3	2	-1	1	107	1.2	-0.12
> CCOc1ccccc1CN1CCN(Cc2ccc(C)o2)CC1CCO (configuration not stated)
  -6	94	4	-1	6	2	1	103	1	-0.018
> CSCCC(NC(=O)c1ccco1)C(=O)OCC(=O)Nc1sccc1C#N (configuration not stated)
  -5	101	-1	-1	5	4	1	101	0.9	/
> Cc1ccc(NC(=O)COC(=O)CN2C(=O)c3ccccc3C2=O)cc1S(=O)(=O)N(C)C
  -24	104	-6	-2	24	8	1	101	1.2	0.99
> Cc1cccc(NC(=O)Nc2nnc(-c3ccccc3)o2)c1
  -2	100	1	-4	2	23	1	82	1.3	0.028
> CCOC(=O)N1CCN(CC(O)COc2cc(C)ccc2C(C)C)CC1 (configuration not stated)
  -12	97	3	-2	12	-10	1	113	1.2	0.038
> CC1CCN(C(=O)CSc2nnc(Cn3c(=O)sc4ccccc43)n2C)CC1
  8	98	3	-4	-8	-2	1	101	1.2	/
> Clc1ccc(-c2n[nH]c3c2CCCC3)cc1
  -4	114	-16	-7	5	24	1.1	83	1.8	0.82
> Cc1c(NC(=O)CN2C(=O)NC(CCc3ccccc3)C2=O)c(=O)n(-c2ccccc2)n1C (configuration not stated)
  -1	104	-5	-7	1	9	1.1	98	1.1	-1.7
> Cc1c(C(=O)c2ccc(F)cc2)c2ccccn2c1CCc1ccccn1
  12	88	13	-5	-12	-2	1.1	103	0.86	-0.88
> CCC(=O)Nc1cc(C(=O)OCC(=O)c2ccc(Cl)cc2Cl)ccc1C
  2	95	5	22	-2	15	0.8	94	0.95	-0.53
> O=C(N/N=C/c1cccnc1)c1ccc([N+](=O)[O-])cc1
  4	101	-1	67*	-5	3	0.3	99	0.94	/
> COc1ccc(C2NC(C(=O)O)Cc3c2[nH]c2ccccc32)cc1OC (configuration not stated)
  14	96	6	-1	-14	-9	1	109	1	0.39
> O=C(NC(=Nc1ccccc1)N1CCOCC1)Nc1ccccc1
  -17	97	3	-5	17	16	1	91	1.4	/
> COc1ccc2c(c1)c(=O)c(C(=O)c1ccc(F)cc1)cn2CC(=O)Nc1ccc(F)cc1
  -20	106	-6	-5	20	0	1	100	0.89	1.5
> COc1cc(NC(=S)NCCc2ccc(S(N)(=O)=O)cc2)c(OC)cc1Cl
  14	98	0	1	-14	6	1	99	1.4	-0.15
> CN(C)S(=O)(=O)Oc1cccc(C(=O)Nc2ccc(Cl)cc2)c1
  -141	109	-10	16	141*	71*	0.8	48	5.3*	/
> O=S(=O)(c1ccccc1)n1c(C(O)c2ccccn2)cc2ccccc21 (configuration not stated)
  4	105	-5	-6	-4	-4	1.1	105	1	/
> COc1ccc(-n2c(=O)/c(=C\c3cccs3)s/c2=C(/C#N)C(=O)N2CCN(C)CC2)cc1
  -18	96	3	-3	18	-4	1	107	1.4	-0.018
> COc1cccc(C(=O)Nc2ccc(NC(=O)C3CC3)cn2)c1
  -87	122	-24	40	87	4	0.6	102	2.8	/
> O=C(c1ccccc1)c1cc(-c2ccccc2)on1
  -184	81	20	81*	184*	38	0.2	70	2	0.29
> COc1ccccc1NC(=O)CSc1ccc2nnc(-c3cccnc3)n2n1
  -8	99	1	-2	8	12	1	97	1.2	/
> Cc1cc(NC(=O)CC(CN(C)S(=O)(=O)c2ccccc2)c2ccccc2)no1 (configuration not stated)
  -20	107	-6	-7	20	-7	1.1	106	0.82	/
> O=C(C1=C[C@@H](C2CCCCC2)C[C@@H](OCCCCO)O1)N1CCOCC1
  -18	100	1	-6	18	/	1.1	/	1.1	/
> Cc1cccc(N=Nc2c(C)[nH]n(-c3ccccc3)c2=O)c1
  -22	112	-15	4	22	-21	1	122	1.5	0.1

(further entries)
Sequence of screens: APP transl inh	STAT1 act	STAT1 blocker	FLuc inh counter	APP 5'UTR act	STAT3 blocker	FLuc stim CS	STAT3 act	NF-kB neuron act	ROMK primary
> COc1ccc(S(=O)(=O)CCC(=O)O)cc1
  -21	98	2	-3	21	2	1	100	1.5	/
> CCC(c1nnnn1CC1CCCO1)N(CCCO)Cc1cc2cccc(C)c2[nH]c1=O (configuration not stated)
  -1	101	0	-3	1	-3	1	104	1.4	1.2
> O=C1N/C(=C\c2ccc(N3CCOCC3)c(F)c2)C(=O)N1Cc1ccccc1
  10	97	4	-7	-10	13	1.1	96	1.1	-0.97
> NS(=O)(=O)c1ccc(NC(=O)CSc2ccccc2)cc1
  0	118	-21	0	0	3	1	107	1.4	0.8
> CCCN1CCN(c2ncnc3c2nnn3Cc2ccccc2)CC1
  -10	101	-1	-3	10	1	1	101	1.3	1.5
> O=C(COc1ccc([N+](=O)[O-])cc1)Nc1ccc(CN2CCOCC2)cc1
  5	98	0	-4	-5	11	1	94	1.1	-0.29
> O=C(OCC#CCSc1nnc(-c2ccccc2)o1)c1cc2ccccc2o1
  6	102	-2	-3	-6	0	1	105	1.4	0.23
